Screens (PubChem)
GPT2 inhibitor: blocks human glutamate pyruvate transaminase 2 | 100,000 compounds, 0.25% hits | Potency, µM (series often up to 57.7 µM), without a hit: at the top dose activity change, negative = inhibition, hits mostly inhibitors | Q8TD30 | Recombinant GPT2, coupled pyruvate oxidase/HRP Amplex Red fluorescence | AID 1671188; also: potency is read from the fitted curve at half-maximal effect; nearly all actives have a fitted effect of over 60% in size; many of its hits are not listed in these tables
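GPT2 10ng/uL, a-KG 250uM, L-Ala 2mM, HEPES pH7.5 + 0.0001% Tween; 30 min RT. Then Amplex mix (PO/HRP/ThPP), 30 min RT dark, fluorescence. AOA 50uM used as positive control.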
IP6K1 inh: blocks human inositol hexakisphosphate kinase 1; IP6K1 kinase, ADP-Glo luminescence, 2 h; hits give low values; Q92551; AID 1645851; activity change, % (series mostly up to about 58 µM); 140,000 compounds, 0.81% hits; in the data active = activity change below about -25%
Target sequence (Q92551 whole entry, looked up): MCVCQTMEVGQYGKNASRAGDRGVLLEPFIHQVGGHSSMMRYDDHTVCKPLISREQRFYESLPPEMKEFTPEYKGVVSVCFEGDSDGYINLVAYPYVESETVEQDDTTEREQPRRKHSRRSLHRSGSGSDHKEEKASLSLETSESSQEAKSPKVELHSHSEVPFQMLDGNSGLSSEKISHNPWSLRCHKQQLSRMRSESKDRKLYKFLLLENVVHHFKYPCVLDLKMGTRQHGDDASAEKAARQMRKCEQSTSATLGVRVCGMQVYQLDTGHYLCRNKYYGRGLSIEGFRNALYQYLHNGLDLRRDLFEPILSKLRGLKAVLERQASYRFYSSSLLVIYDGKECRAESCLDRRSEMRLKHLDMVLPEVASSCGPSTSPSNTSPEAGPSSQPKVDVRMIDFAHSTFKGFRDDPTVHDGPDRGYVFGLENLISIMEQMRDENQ
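ADP-Glo luminescence measures ADP made by human IP6K1 during a 2 h RT reaction with ATP/IP6 (mix at 1.3 mM/130 uM); top library doses 57.5 and 19.1 uM final.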
SNCA viab count: counter-screen for SNCA expression inhibitors: cell viability; HEK-293-SNCA-luc viability, GF-AFC fluorescence, 24 h; Potency, µM (doses to about 57.1 µM), inactives show at the top dose activity change, negative = cytotoxicity, actives largely listed as cytotoxic; 150,000 compounds, 0.12% hits;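 also: potency is read from the fitted curve at half-maximal effect; 0% = DMSO-treated cells and -100% = medium-only wells without cells; nearly all actives have a fitted effect of over 30% in size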
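Cytotoxicity counterscreen: after 24 h compound treatment of genome-edited SNCA-luciferase HEK-293 cells, live-cell protease substrate GF-AFC read by fluorescence after 30 min; activity scaled between DMSO (0%) and medium-only (-100%), curves Hill-fitted.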
FLuc inh: inhibitors of firefly (Photinus pyralis) luciferase | Potency, µM (highest dose often 115 µM), for the others: at the highest dose activity change, negative = inhibition, usual class: inhibitors | P08659 | AID 1347043 | purified P. pyralis luciferase, luminescence, biochemical | 76,000 compounds, 2.5% hits; also: potency is read from the fitted curve at half-maximal effect; nearly all actives have a fitted effect of over 65% in size
Target sequence (P08659 whole entry, looked up): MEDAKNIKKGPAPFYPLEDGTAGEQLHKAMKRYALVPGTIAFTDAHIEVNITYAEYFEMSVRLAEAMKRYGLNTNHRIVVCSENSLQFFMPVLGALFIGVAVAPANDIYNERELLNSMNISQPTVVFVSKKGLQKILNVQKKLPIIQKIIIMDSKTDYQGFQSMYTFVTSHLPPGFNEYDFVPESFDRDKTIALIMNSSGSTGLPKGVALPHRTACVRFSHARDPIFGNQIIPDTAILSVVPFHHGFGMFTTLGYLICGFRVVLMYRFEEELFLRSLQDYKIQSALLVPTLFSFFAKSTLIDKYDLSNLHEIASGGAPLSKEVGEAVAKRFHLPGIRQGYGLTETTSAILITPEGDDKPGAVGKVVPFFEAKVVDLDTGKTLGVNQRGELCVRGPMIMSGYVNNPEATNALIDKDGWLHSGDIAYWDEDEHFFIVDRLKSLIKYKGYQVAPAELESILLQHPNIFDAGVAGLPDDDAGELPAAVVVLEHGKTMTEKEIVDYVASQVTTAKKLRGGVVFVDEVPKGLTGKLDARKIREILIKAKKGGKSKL
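Luminescence read by CCD imager after adding enzyme (10nM final) to wells holding compound, titrated in qHTS. Substrates 10uM each D-luciferin and ATP; buffer 50mM Tris acetate pH 7.5, 10mM Mg acetate, Tween-20, BSA.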
3T3 cytotox: cytotoxic compounds in NIH 3T3 cells; Potency, µM (highest dose often 96.7 µM), for the others: top-dose activity change, negative = cytotoxicity, usual class: inhibitors; AID 1345082; NIH 3T3 viability, CellTiter-Glo ATP luminescence, 48-72 h; 94,000 compounds, 4.3% hits; also: potency is read from the fitted curve at half-maximal effect; nearly all actives have a fitted effect of over 55% in size
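First NIH 3T3 cells are plated at 400 cells/well; next compound is pinned in; then plates incubate 48 or 72 hr at 37 °C; finally CellTiter-Glo is added and luminescence read after 10 min.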
SNCA expr inhib: SNCA gene expression inhibition. AID 1671194. HEK-293 SNCA-luciferase knock-in, luminescence, 24 h. 140,000 compounds, 0.17% hits. Potency, µM (highest dose often 57.2 µM), inactives show top-dose activity change, negative = inhibition, usual class: inhibitors;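 also: potency is read from the fitted curve at half-maximal effect; plate controls were DMSO cells for no effect and cell-free wells for full effect; nearly all actives have a fitted effect of over 45% in size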
HEK293 tox: cytotoxic compounds in HEK 293 cells. HEK 293 viability, ATP luminescence (CellTiter-Glo), 48-72 h. Potency, µM (titrated, usually from 115 µM), for inactives: top-dose activity change, negative = cytotoxicity, most hits filed as inhibitors. 94,000 compounds, 6.6% hits. AID 1345083; also: potency is read from the fitted curve at half-maximal effect; nearly all actives have a fitted effect of over 60% in size
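Cytotoxicity was scored by loss of ATP-coupled luminescence (CellTiter-Glo) in HEK 293 cells. Compound treatment ran 48 or 72 hr at 37 degree Celsius, 5% CO2, 95% humidity.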
* hit, by the source's call; i = inactive; ? = inconclusive; / = not tested or not shown; [ ] = dose if it differs, or a comment. Unless noted, calls follow the shape of the dose curve; as a rule, active = well fitted curve in the direction sought with a large enough effect; inconclusive = small, poorly fitted or top-dose-only effect, or another doubt; inactive = no such curve, though single readings can be large; an effect the other way counts as inactive or inconclusive. Unless noted, % is scaled to controls: 0 for no effect and ±100 for the full control effect.

Fields – 3T3 cytotox | FLuc inh | IP6K1 inh | SNCA expr inhib | SNCA viab count | GPT2 inhibitor | HEK293 tox
#1 O=C(O)CCC(=O)N[C@H]1CCN2C(=O)c3cc(-c4ccc(F)cc4F)ccc3NC(=O)[C@H]12
  -23% | -2% | 5 | -7% | 1% | 3% | ?
#2 COCCN1C(=O)c2[nH]nc(-c3ccccc3O)c2C1c1ccc(OCc2ccccc2)c(OC)c1 (stereo unspecified)
  / | / | 13 | -6% | -29% | / | /
#3 Cc1cnc(C(=O)NC2C[C@H]3CC[C@@H](C2)N3C(=O)c2sccc2C)cn1 (stereo partly specified)
  -19% | -6% | 9 | -12% | 10% | 1% | -14%
#4 CC1=C(C(=O)Nc2ccc(Cl)cc2)C(c2ccc(C(F)(F)F)cc2)n2nnnc2N1 (stereo unspecified)
  / | / | 13 | ? | -13% | / | /
#5 COc1cccc(-c2ccc(C(=O)NCCNC(=O)C3CCCC3)cc2)c1
  -18%[138 µM] | / | -5 | / | / | / | ?
#6 CCc1nc2c(c(-c3ccc(Cl)cc3)n1)CN(C(=O)Cc1cccc(Cl)c1)CC2
  ? | -2% | 1 | 11% | -2% | -2% | ?
#7 COCCc1noc(-c2nc(-c3ccc(Cl)cc3)no2)n1
  -25% | ? | 0 | 58%[activator] | -5% | i | ?
#8 Cc1ccc(NC(=O)N2C[C@@H](Oc3cccnc3)C[C@H]2C(=O)N2CCCC2)cc1C
  ? | 5% | 3 | 10% | -29% | -12% | -1%
#9 CCCc1noc(-c2cccn3c(CNC(=O)c4cc(F)ccc4Cl)nnc23)n1
  -16% | -4% | -3 | 1% | -7% | i | ?
#10 CCOC(=O)CSc1nc(-c2ccc(F)cc2)cc(C(F)(F)F)c1C#N
  / | / | -2 | -11% | -3% | / | /
#11 CC(C)CCNC(=O)Cn1nc2c(cc1=O)CCCC2
  4% | -7% | -3 | 41%[activator] | 1% | -10% | -3%
#12 CCC1CCCCN1S(=O)(=O)c1ccc(C(=O)Nc2sc3c(c2C(N)=O)CCC3)cc1 (stereo unspecified)
  / | / | -9 | -3% | -7% | / | /
#13 O=C(NC1CC1)C1CCN(Cc2ccccc2-c2ccccc2F)CC1
  -31% | / | 13 | 4% | -7% | 2% | -20%
#14 CC(=O)N1c2ccccc2C(=O)C1N1CCN(c2cc(Cl)ccc2C)CC1 (stereo unspecified)
  / | / | 4 | 2% | -11% | / | /
#15 Cc1cc(Cl)ccc1OCC(=O)N(Cc1ccc(N(C)C)cc1)CC1CCCO1 (stereo unspecified)
  / | / | -11 | 2% | -23% | / | /
#16 COc1cc(CN2CCc3nc(N(C)C)[nH]c(=O)c3CC2)cc(OC)c1OC
  -23% | -5% | 0 | 3% | 11% | -1% | 3%
#17 CCOc1ccccc1CNC(=O)c1ccc2c(c1)CC(=O)N2C
  ? | -7% | 5 | -19% | 0% | i | ?
#18 COc1cc2c(cc1-c1cccnc1)OCC(C)(C)CC2CO (stereo unspecified)
  ? | / | -8 | / | / | / | ?
#19 CCOC(=O)N1CCN(c2ncc3c(n2)CC(c2ccc(OC)c(OC)c2)CC3=O)CC1 (stereo unspecified)
  / | / | 6 | 5% | 3% | / | /
#20 COc1ccc(Cn2c3c(c(=O)n2Cc2ccccc2)CCN(Cc2c(C)noc2C)C3)cc1
  ? | -10% | 7 | -9% | 7% | -2% | -14%
#21 COCCCNC(=O)N1CCN(c2nnc(C)c3c(C)n(-c4ccc(Cl)cc4)nc23)CC1
  / | / | -15 | 20% | -1% | / | /
#22 COc1ccc(CNc2ncnc3c2CN(C2CCNCC2)C(=O)CN3C)cc1OC
  i | / | -2 | 0% | -6% | -7% | i
#23 CCCc1cc(=O)[nH]c(Nc2ccc(OCC)cc2)n1
  / | / | 1 | 14% | -4% | / | /
#24 CCOc1cccc(C2c3[nH]c4ccccc4c3CCN2C(=O)CSCc2ccc(F)cc2)c1 (stereo unspecified)
  / | / | 51 | -14% | -12% | / | /
#25 CN(Cc1ccon1)Cc1cc2n(n1)CCN(C(=O)c1ncoc1C1CC1)C2
  -24% | -5% | -7 | 11% | -5% | i[11.5 µM] | -6%
#26 COc1ccc(-c2ccccc2C(=O)NC2CCC2)nn1
  -8%[138 µM] | / | 0 | / | / | / | 5%[172 µM]
#27 Cc1cc(NC(=O)c2ccc(Cn3ccn4nc5c(c4c3=O)CCCC5)cc2)ccc1F
  ? | ? | 24 | 27% | -2% | i | ?
#28 COc1ccc(CNC(=O)N2CCCOCCNC(=O)[C@@H]3CCCC[C@@H]32)cc1
  3% | 1% | 1 | -19% | -5% | i | 2%
#29 O=C(NC1CCCC1)N1CCCCCC1CN1CCOCC1 (stereo unspecified)
  -3% | -1% | -9 | -5% | -20% | i | -1%
#30 COCCC1(C(=O)O)CCN(c2ccnc3c(C(F)(F)F)cccc23)CC1
  -6% | 3% | 0 | 22% | 11% | 4% | i

Continued (5 carried over from the part before).
Fields – 3T3 cytotox | FLuc inh | IP6K1 inh | SNCA expr inhib | SNCA viab count | GPT2 inhibitor | HEK293 tox
#26 COc1ccc(-c2ccccc2C(=O)NC2CCC2)nn1
  -8%[138 µM] | / | 0 | / | / | / | 5%[172 µM]
#27 Cc1cc(NC(=O)c2ccc(Cn3ccn4nc5c(c4c3=O)CCCC5)cc2)ccc1F
  ? | ? | 24 | 27% | -2% | i | ?
#28 COc1ccc(CNC(=O)N2CCCOCCNC(=O)[C@@H]3CCCC[C@@H]32)cc1
  3% | 1% | 1 | -19% | -5% | i | 2%
#29 O=C(NC1CCCC1)N1CCCCCC1CN1CCOCC1 (stereo unspecified)
  -3% | -1% | -9 | -5% | -20% | i | -1%
#30 COCCC1(C(=O)O)CCN(c2ccnc3c(C(F)(F)F)cccc23)CC1
  -6% | 3% | 0 | 22% | 11% | 4% | i
#31 COc1ccc(OC)c(S(=O)(=O)NCC2CNCCOC2)c1 (stereo unspecified)
  -17% | 1% | 4 | -21% | 9% | -8% | -2%
#32 COc1ccc(CN2CCCn3nc(C)c(-c4ccccc4C(C)C)c32)cc1O
  35µM* | -3%[172 µM] | 3 | -27%[87.6 µM] | -22%[87.6 µM] | i | 63µM*
#33 COc1cccc(C2Cn3nnc(-c4nc(-c5ccc(OC(F)(F)F)cc5)no4)c3CO2)c1 (stereo unspecified)
  -16% | -9% | -22 | -23% | -1% | i | -8%
#34 O=C(CCn1nnc2ccccc21)N1CCOCC(O)(CN2CCCC2)C1 (stereo unspecified)
  -8% | 0% | -1 | -30% | 1% | i | -3%
#35 COC(=O)c1ccccc1NC(=O)Cn1cnc2sc(C)c(S(=O)(=O)N3CCC(C)CC3)c2c1=O
  / | / | -7 | 2% | -9% | / | /
#36 O=[S+]([O-])(c1ccccc1)N1CCCN(c2ccc3nnc(-c4ccccc4)n3n2)CC1
  ? | / | -1 | / | / | / | ?
#37 COc1ccc(F)cc1C(=O)NCc1c(C)ncc2c1CCNC2
  3% | 6% | 0 | 31%[activator] | 8% | i | i
#38 C[C@H]1CCCN1C(=O)c1nnc(CNc2ccc(C(=O)O)cc2)n1-c1ccccc1
  ? | -6%[172 µM] | -7 | -7%[87.6 µM] | -3%[87.6 µM] | -8%[88.5 µM] | -13%[172 µM]
#39 CC(=O)Nc1cc(C(=O)NCc2ccc(F)cc2)ccc1S(=O)(=O)c1ccc(C)cc1
  / | / | -5 | 6% | 5% | / | /
#40 COc1ccc(-n2nc(C)c(CCC(=O)NCC(C)C)c2Oc2ccccc2)cc1
  ? | 9% | -2 | 19% | 3% | i | ?
#41 O=C(Cn1c(=O)c2cccn2c2ccc(F)cc21)NCc1cccc(Cl)c1
  / | / | 15 | -14% | 2% | / | /
#42 O=C(COc1ccc(NC(=O)C2CC2)cn1)NCc1ccccc1F
  -13% | 0% | 9 | 4% | 3% | 3% | -9%
#43 Cc1ccc2c(=O)cc(C(=O)Nc3sc4c(c3C(=O)NCc3ccco3)CCC4)oc2c1
  / | / | -14 | 13% | 3% | / | /
#44 Cn1c(-c2ccc(CN3CCc4[nH]cnc4C3C(=O)O)o2)nc2ccccc21 (stereo unspecified)
  0% | ? | 27 | 84%[activator] | -18% | 1% | -5%
#45 Cc1nn(-c2ccccc2)c2c1C(C)N(C1CCCN(C(=O)c3ccc(F)cc3)C1)C2=O (stereo unspecified)
  ? | / | 5 | / | / | / | ?
#46 COc1ccc(Nc2ccnc(N3CCC(N[S+](=O)([O-])c4c(C)noc4C)CC3)n2)cc1
  40µM* | / | -5 | -21% | 0% | -2% | 45µM*
#47 CC(C)N1CC2(C1)C(=O)N(Cc1ccccc1F)C(=O)[C@@H]1C[C@@H](O)CN12
  3%[174 µM] | 4%[172 µM] | -14 | ? | -1%[87.6 µM] | 0%[88.5 µM] | i
#48 Cc1cc(C)cc(-n2ccn(Cc3ccc(F)cc3)c(=O)c2=O)c1
  / | / | -20 | 6% | -9% | / | /
#49 CC(C)[C@@H]1CN(c2nccc(C(F)(F)F)n2)C[C@H]1NS(C)(=O)=O
  ? | 0% | 16 | -20% | 2% | -12% | ?
#50 Cc1cc(C[C@@H]2COC[C@@H]2NC(=O)Cn2ncc3ccccc32)on1
  2% | 9% | 8 | -12% | 0% | -2% | i
#51 O=C(Nc1nnc(S(=O)(=O)N2CCCc3ccccc32)s1)c1ccccc1Br
  / | / | -3 | -1% | -1% | / | /
#52 O=C(CC1COCCN1)N1CCC2(CCC(=O)N(CCc3ccncc3)C2)CC1 (stereo unspecified)
  -3% | 6% | -7 | 10% | -11% | i[11.5 µM] | 2%
#53 COc1ccc(C(=O)N[C@H](c2cccs2)C2CC(O)C2)c(F)c1F (stereo partly specified)
  -22% | 1% | -7 | -21% | 2% | -2% | -9%
#54 O=C(Nc1cccc(F)c1)N1CCC(Oc2ccccc2-c2nc(-c3ccncc3)no2)C1 (stereo unspecified)
  ? | -10% | -2 | 2% | -16% | i | ?
#55 COC(=O)c1ccc(NC(=O)CN2C(=O)CCc3cc(S(=O)(=O)N4CCCCC4)ccc32)cc1
  / | / | -3 | -20% | 8% | / | /
#56 CN1C(=O)C2(CCN([S+](=O)([O-])c3cccs3)C2)c2ccccc21 (stereo unspecified)
  -11% | -18% | 0 | 19% | -2% | 3% | ?
#57 CC(=O)N1CCOc2cc(S(=O)(=O)Nc3cccc(C(F)(F)F)c3)c(Cl)cc21
  / | / | -10 | ? | -11% | / | /
#58 O=C1Nc2ccccc2CC12CCCN(Cc1ccccc1)C2 (stereo unspecified)
  -12%[138 µM] | / | -13 | -3%[87.6 µM] | -1%[87.6 µM] | i | -24%[172 µM]

Some of the compounds tested; count on the stated rates, not on these rows.
